Bioassay records deposited in PubChem by National Center for Advancing Translational Sciences (NCATS).
EPAC1 antagonist: qHTS for Antagonist of cAMP-regulated guanine nucleotide exchange factor 3 (EPAC1): primary screen | EPAC1 GEF assay, Rap1b-BODIPY-GDP exchange fluorescence | Potency, µM (highest dose often 115 µM), for the others: top-dose activity change, negative = inhibition, most hits filed as inhibitors | hit rate 0.14% among 360,000;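 note: plate controls were vehicle for no effect and positive control for full effect; nearly all actives have a fitted effect of over 50% in size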
aSyn yeast inh: qHTS of alpha-syn Inhibitors; Yeast expressing alpha-synuclein, growth rescue, BacTiter-Glo, 24 h; Potency, µM (titrated, usually from 46.1 µM), without a hit: at the top dose growth rescue (activation), hits mostly activators; hit rate 0.14% among 370,000; AID 652106, 2013; note: % of control where 0% means no effect; nearly all actives have a fitted effect of over 65% in size
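Readout is rescue of growth in alpha-synuclein-expressing yeast, so inhibitors of toxicity appear as activators. Growth after 24 hr at 30 deg C in galactose medium is quantified by luminescence.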
EPAC2 agonist: qHTS for Agonist of cAMP-regulated guanine nucleotide exchange factor 4 (EPAC2): primary screen; Rap guanine nucleotide exchange factor 4 (Homo sapiens), Q8WZA2; EPAC2 activation, biochemical qHTS; response scale: 100% = 6.5 mM cAMP response; Potency, µM (highest dose often 154 µM), for the others: at the highest dose activation, most hits filed as activators; hit rate 0.079% among 360,000; AID 720711, 2013; note: nearly all actives have a fitted effect of over 50% in size
Target sequence (Q8WZA2 whole entry, looked up): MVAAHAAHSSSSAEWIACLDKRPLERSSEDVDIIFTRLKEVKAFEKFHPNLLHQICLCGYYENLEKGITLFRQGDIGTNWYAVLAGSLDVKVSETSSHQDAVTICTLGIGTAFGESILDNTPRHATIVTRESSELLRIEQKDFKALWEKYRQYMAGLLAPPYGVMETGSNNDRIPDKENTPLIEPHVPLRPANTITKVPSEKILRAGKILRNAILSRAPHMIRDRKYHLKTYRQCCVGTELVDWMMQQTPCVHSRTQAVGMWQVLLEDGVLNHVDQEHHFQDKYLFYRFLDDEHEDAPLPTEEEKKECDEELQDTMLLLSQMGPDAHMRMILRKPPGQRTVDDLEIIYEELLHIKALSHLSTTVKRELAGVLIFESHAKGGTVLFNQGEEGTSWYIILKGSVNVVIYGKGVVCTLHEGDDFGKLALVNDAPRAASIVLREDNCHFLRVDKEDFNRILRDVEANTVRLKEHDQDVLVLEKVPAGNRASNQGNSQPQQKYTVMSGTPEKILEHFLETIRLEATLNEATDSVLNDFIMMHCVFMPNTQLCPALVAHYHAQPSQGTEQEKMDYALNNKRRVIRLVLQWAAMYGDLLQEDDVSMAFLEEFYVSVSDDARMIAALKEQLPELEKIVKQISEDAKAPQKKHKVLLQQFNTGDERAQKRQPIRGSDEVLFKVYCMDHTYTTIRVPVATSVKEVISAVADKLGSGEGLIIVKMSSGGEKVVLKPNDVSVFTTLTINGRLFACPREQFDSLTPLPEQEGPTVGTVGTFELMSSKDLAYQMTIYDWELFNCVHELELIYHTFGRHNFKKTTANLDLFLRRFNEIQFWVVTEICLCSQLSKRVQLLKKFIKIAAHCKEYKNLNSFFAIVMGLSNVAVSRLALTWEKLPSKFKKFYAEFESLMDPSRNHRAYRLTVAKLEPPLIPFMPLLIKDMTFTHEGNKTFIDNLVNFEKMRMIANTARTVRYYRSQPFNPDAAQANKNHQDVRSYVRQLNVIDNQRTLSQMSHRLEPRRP
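Exchange assay: 100 nM EPAC2 with 250 nM Rap1B-BODIPY-GDP and 50 uM GDP. Fluorescence (ex 480/em 540 nm) read every 5 min for 30 min at room temperature. Data normalized to 6.5 mM cAMP as agonist control.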
PTHR1 agonist: qHTS for PTHR1 Agonists: Primary Screen; Parathyroid hormone/parathyroid hormone-related peptide receptor (Homo sapiens), Q03431; HEK293 GP2 PTHR1 cells, GloSensor cAMP luminescence, 1 h; Potency, µM (doses to about 115 µM), inactives show at the top dose activation, usual class: activators; hit rate 0.075% among 410,000; AID 743266, 2014; note: nearly all actives have a fitted effect of over 55% in size; some results filed as inactive show a strong effect at the top dose; inactives centre near -15; many of its hits are not listed in these tables
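HEK-293-derived GP2 cells expressing PTHR1 and a GloSensor cAMP reporter, 3,000/well, plated overnight, given luciferin plus IBMX (each 0.5 mM as added) for 1 h at 37 °C, then compound for 1 h at 37 °C. Luminescence was read after 15 min at room temperature.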
FUS suppressor: qHTS for Suppressors of FUS Proteinopathy: Primary screen using FUS-linked yeast assay; S. cerevisiae FUS-expressing, growth rescue, OD600, 24 h; Potency, µM (series often up to 76.6 µM), for inactives: top-dose growth rescue (activation), actives largely listed as activators; hit rate 0.24% among 390,000; AID 1347120, 2019;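 note: plate controls were DMSO vehicle for no effect and reference control for full effect; nearly all actives have a fitted effect of over 55% in size; some results filed as inactive show a strong effect at the top dose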
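Absorbance at 600 nm, taken 24hr after compound addition, measured rescue of FUS-yeast growth at 30C. Induction used 2% galactose with seeding at OD 0.005. Controls: CP55940 from 92uM final, DMSO only.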
EPAC2 antag: qHTS for Antagonist of cAMP-regulated guanine nucleotide exchange factor 2 (EPAC2): primary screen; hit rate 0.18% among 360,000; EPAC2 GEF exchange of Rap1B-BODIPY-GDP, fluorescence; Potency, µM (series often up to 114 µM), inactives show at the highest dose activity, negative = inhibition, actives largely listed as inhibitors; Rap guanine nucleotide exchange factor 4 (Homo sapiens), Q8WZA2; note: % is set by controls: 0 for no effect and ±100 for the full control effect; nearly all actives have a fitted effect of over 45% in size; many of its hits are not listed in these tables
EPAC1 agonist: qHTS for Agonist of cAMP-regulated guanine nucleotide exchange factor 3 (EPAC1): primary screen. EPAC1 agonist qHTS, biochemical assay; response scale: 100% = response to 6.5 mM cAMP. Rap guanine nucleotide exchange factor 3 (Homo sapiens), O95398. Potency, µM (doses to about 154 µM), for inactives: at the top dose activation, actives largely listed as activators. hit rate 0.073% among 360,000; note: nearly all actives have a fitted effect of over 60% in size
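Nucleotide exchange assay: 100 nM EPAC1 with 250 nM Rap1B loaded with BODIPY-GDP and 50 uM GDP, room temperature. Fluorescence (480/540 nm) read every 5 min for 30 min; signal change normalized to 6.5 mM cAMP as full agonist.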
TDP-43 yeast inh: qHTS of TDP-43 Inhibitors; TDP-43 expressing yeast growth rescue, BacTiter-Glo, 24 h; Potency, µM (doses to about 46.1 µM), for inactives: at the highest dose growth rescue (activation), hits mostly activators; hit rate 1.8% among 410,000; AID 652104, 2013; note: % of control where 0% means no effect; nearly all actives have a fitted effect of over 50% in size
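In this qHTS, compounds that restore growth of yeast expressing TDP-43 appear as activators. Cells (OD600=0.02, galactose medium, raffinose-pregrown) are incubated with compound 24 hr at 30 deg C and growth is quantified by BacTiter-Glo.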
An asterisk follows results filed as active; i = inactive; ? = inconclusive; · = not tested or not shown; & = joins results of further samples; [ ] = another dose, or the depositor's remark. Calls come from the whole dose curve; as a rule, active = well fitted curve in the direction sought with a large enough effect; inconclusive = small, poorly fitted or top-dose-only effect, or another doubt; inactive = no such curve, though single readings can be large; an effect the other way counts as inactive or inconclusive. Potency is the fitted concentration of half-maximal effect.

Results follow in this order: EPAC1 antagonist	aSyn yeast inh	EPAC2 agonist	PTHR1 agonist	FUS suppressor	EPAC2 antag	EPAC1 agonist	TDP-43 yeast inh
Cc1cccc(C(=O)Nc2nc(C)c(C(=O)Nc3ccc4c(c3)CCC4)s2)c1
 : -12.2%	-4.5%	5.5%	-0.5%[57.5 µM]	21.7%	-6.8%	11.5%	-16.0%
Cn1c(N)c(C(=O)COC(=O)c2cc(-c3ccccc3)nc3ccccc23)c(=O)n(Cc2ccccc2)c1=O
 : 5.6%	4.0%	8.3%	-24.3%	?	1.3%	-1.1%	-1.1%
Cc1ccccc1-n1c(C)nnc1SCC(=O)NCC1CCCO1 (stereo not drawn)
 : 19.4%	-0.4%	4.7%	i	24.8%	13.3%	-5.7%	-18.7%
COCCN(C(=O)COC(=O)C(c1ccccc1)c1ccccc1)c1c(N)n(Cc2ccccc2)c(=O)[nH]c1=O
 : -20.6%	-1.5%	-5.4%	-5.1%	38.5%	-1.8%	2.6%	18.5%
CCOC(=O)C1(C)CCN1C(=O)c1ccc(C(F)(F)F)cc1 (stereo not drawn)
 : -14.4%	-0.6%	8.5%	-17.9%	3.4%	-6.1%	-7.2%	9.7%
C=CCn1c(O)c(CN2CCN(Cc3ccccc3)CC2)c(C)c(C#N)c1=O
 : 8.8%	6.1%	4.2%	-23.8%[57.5 µM]	-31.8%	-0.5%	-2.3%	9.1%
Cc1[nH]nc(N=CC2=C(O)CC(c3ccco3)CC2=O)c1-c1ccccc1 (stereo not drawn)
 : 1.9%&-2.1%	7.1%&7.1%	-0.6%&17.5%	-7.2%	-0.3%&53.6%	-0.2%&-12.4%	4.5%&16.3%	-15.4%&-8.4%
C#CCOc1c(Cl)cc(/C=C2/C(=O)ON=C2C)cc1OCC
 : -0.7%	5.2%	-4.7%	-27.5%	10.2%	-6.7%	9.1%	17.8µM*
CCOC(=O)C1(CC2CCCCO2)CCN(Cc2cc3ccccc3[nH]2)CC1 (stereo not drawn)
 : 16.0%	1.2%	4.2%	-33.5%[inhibitor]	18.8%	0.5%	-10.8%	-3.4%
CS(=O)(=O)N(CC(=O)NCCSCc1ccccc1)c1ccccc1Cl
 : -17.9%	1.4%	-1.2%	-1.8%	6.4%	4.6%	1.8%	-18.3%[1.82 µM]
CC1CC(C)CN(C(=O)C(NS(=O)(=O)c2ccc3c(c2)oc(=O)n3C)C(C)C)C1 (stereo not drawn)
 : -7.4%	-1.8%	5.1%	-21.4%	2.2%	-0.9%	-1.0%	6.8%
c1ccc(-c2noc(-c3ccno3)n2)nc1
 : 9.5%	-0.3%	1.1%	i	-0.2%	2.2%	-7.8%	12.0%
COc1ccc(NC(=O)CN2C(=O)NC(CC(C)C)C2=O)cc1S(=O)(=O)N1CCOCC1 (stereo not drawn)
 : -7.0%	-4.1%	1.5%	-31.6%[inhibitor]	5.1%	8.5%	-7.1%	1.2%
CCN(CC)CCN1C(=O)c2ccccc2NC1c1cc(OC)c(OC)c(OC)c1 (stereo not drawn)
 : -5.5%	0.1%	4.5%	i	3.1%	0.9%	4.8%	-2.5%
COC(=O)c1cccc(C23CC4(C2)[C@H](CN(C)[C@@H]4c2ccccc2)C3c2ccccc2)c1 (stereo partly drawn)
 : -26.3%	5.3%	1.5%	i	3.0%	0.3%	-0.6%	0.7%
Cc1csc(NC(=O)CSc2nnc(NC(=O)COc3ccccc3)s2)n1
 : -5.7%	0.1%	-2.5%	-17.1%	·	6.9%	8.1%	11.7%
CCCCCCC(c1c(C)n(C)n(-c2ccccc2)c1=O)c1c(C)n(C)n(-c2ccccc2)c1=O
 : -5.2%	-4.8%	0.8%	i	30.5%	-0.6%	-9.3%	1.4%
CCN1CCN(CC(=O)NC2CCCCC2)C(=O)C1=O
 : -1.1%	-3.3%	13.0%	-13.0%	-10.5%	2.8%	-3.9%	6.8%
COc1ccc(CC(=O)NCc2ccccc2Cl)cc1S(=O)(=O)N1CCOCC1
 : 9.6%	-10.7%	-2.8%	-0.4%[57.5 µM]	8.6%	8.1%	-5.0%	-1.6%
Cc1cc(C)n2c(Nc3ccc4c(c3)OCCO4)c(-c3ccccc3)nc2n1
 : 10.0%	-6.2%	-0.3%	-4.7%[57.5 µM]	20.7%&27.7%	1.5%	3.7%	20.4%&-21.8%
CCCOc1ccc(NC(=O)C(=O)NCCCN2CCOCC2)cc1
 : ·	0.6%	·	i	-23.4%	·	·	5.9%
CCOC(=O)c1ccc(NC(=O)CSc2ccc(-c3ccncc3)nn2)cc1
 : -13.5%	-3.0%	-2.6%	-27.8%	36.3%	4.3%	9.2%	·
CCC(CCC(=O)Nc1cccc(C(=O)O)c1)C(=O)O (stereo not drawn)
 : 7.2%	0.6%	-19.2%	i	-15.0%	?	7.9%	-10.4%
CCc1cc(Cn2nc(-c3ccccc3)cc2C(=O)O)on1
 : -4.7%	-2.1%	-0.9%	-11.5%	-10.1%	16.5%	-11.9%	-18.0%
Cc1ccc(CN(C(=O)c2csnn2)C(C(=O)NC2CCCC2)c2ccc(C)o2)cc1 (stereo not drawn)
 : -6.8%	-2.3%	-3.5%	-21.1%	14.8%	-2.2%	1.2%	3.4%
COc1ccc(OC)c(S(=O)(=O)Nc2ccccc2C(F)(F)F)c1
 : -0.1%	0.3%	8.7%	-0.1%[57.5 µM]	10.4%	-1.5%	4.8%	13.5%
Cc1cc(=O)cc(C)n1-c1ccccc1N1CCOCC1
 : -6.1%	4.6%	-2.8%	i	-12.4%	-7.7%	0.1%	-4.7%
NS(=O)(=O)c1ccc(NC(=S)Nc2ccc(S(=O)(=O)Nc3nccs3)cc2)cc1
 : -1.6%	-0.5%	-3.3%	-23.3%	-18.0%	3.2%	-20.9%	9.8%
Cc1ccc(NC(=O)CSc2nc3ccccc3c3nc4ccccc4n23)cc1
 : -2.1%	-0.1%	-3.2%	i	27.7%	3.3%	-0.9%	-12.1%
Cc1ccc(C(=O)C(OC(=O)c2c(C)cc(=O)oc2C)c2ccccc2)cc1 (stereo not drawn)
 : -11.8%	-1.1%	5.6%	-7.7%	38.3%	-13.0%	17.8%	-0.8%
Cc1nn(C)c(C)c1NC(=O)C12CC3CC(CC(C3)C1)C2
 : -18.7%	0.9%	6.4%	i	6.9%	-1.0%	1.0%	0.5%
Cc1cccc(OCC(=O)Nc2ccccc2N2CCCC2)c1C
 : -4.7%	-8.5%	9.6%	-42.6%[inhibitor]	13.9%	-18.9%	5.2%	24.1%
CCC1(CC)NC(=S)N(Nc2ccccc2)C1=O
 : -0.2%	-6.3%	8.0%	i	11.5%	-2.8%	7.8%	-31.2%[inhibitor]
CCOc1cc(C(=O)CCC(=O)OCC(=O)N2c3ccccc3NC(=O)C2(C)C)ccc1O
 : -2.5%	-0.3%	-0.6%	-20.9%[57.5 µM]	1.4%	-2.7%	5.3%	-1.5%
O=C(Nc1nc(-c2ccc(Oc3ccccc3)cc2)cs1)C1=COCCO1
 : -6.5%	1.5%	12.4%	-17.2%	·	0.6%	6.8%	7.5%
S=C(Nc1ccccc1)N1N=CCC1c1ccccc1 (stereo not drawn)
 : -3.0%	0.1%	15.3%	i	-4.2%	-0.6%	6.1%	-5.1%
CCOc1ncccc1C(=O)OCC(=O)c1ccc(OC)c(OC)c1
 : 4.9%	7.9%	7.7%	?	13.1%	8.1%	0.4%	-2.3%
CN(C)c1ccc(C(=O)OCC(=O)N2CCOCC2)cc1
 : 0.2%	7.8%	-10.4%	i	-15.9%	-0.7%	2.1%	18.4%
Cc1cccc(/C=N/NC(=O)Cc2ccc(Cl)cc2)c1O
 : -11.3%	1.2%	5.0%	-11.1%	-6.5%	7.8%	3.7%	11.6%
O=C(CN1CCC(n2nnc3cc(C(F)(F)F)ccc32)CC1)NNC(=O)c1ccco1
 : 4.1%	-5.8%	9.4%	i	-3.3%	0.6%[57.1 µM]	7.1%	-26.9%
COc1cc(NC(=O)Cn2cnc3ccccc3c2=O)c(OC)cc1Cl
 : -0.1%	-0.5%	-4.1%	-26.8%	-8.9%	1.4%	-2.7%	-17.6%
COc1ccc(CNC(=O)CN2C(=O)CSc3ccc(S(=O)(=O)N4CCCCC4)cc32)cc1
 : -4.1%	-0.5%	7.8%	-22.3%	?	-4.5%	-1.5%	-3.3%
COc1cccc(C(C)(O)c2nc(-c3ccc(C)c(C)c3)cs2)c1 (stereo not drawn)
 : -15.9%	-14.4%	10.3%	-23.1%	14.9%	-1.6%	-12.8%	14.1µM*
COC(=O)C1=C(C(=O)OC)[C@@H]2N(C)c3ccccc3[C@@]23C[C@@H](C(=O)OC)N(C(=O)C2CCC2)C3=N1
 : -14.0%	1.8%	8.1%	i	?	?	6.8%	17.2%
Cc1nnc(SCC(=O)NC2CCCCCC2)n1N
 : -4.7%	-4.9%	15.2%	-14.9%	2.1%	0.9%	1.5%	-7.2%
CCOC(=O)c1ccc(NC(=O)COc2cc(=O)n(CC)c3ccccc23)cc1
 : -1.0%	-18.9%	-0.5%	-21.9%	-9.0%	3.8%	1.9%	0.0%

TDP-43 yeast inh: entries above that show a hit.
mol | EPAC1 antagonist | PTHR1 agonist | EPAC2 antag | TDP-43 yeast inh
C#CCOc1c(Cl)cc(/C=C2/C(=O)ON=C2C)cc1OCC | -0.7% | -27.5% | -6.7% | 17.8µM*
COc1cccc(C(C)(O)c2nc(-c3ccc(C)c(C)c3)cs2)c1 (stereo not drawn) | -15.9% | -23.1% | -1.6% | 14.1µM*

This is a subset; rates above refer to the full screens.
